Screening data as filed in PubChem BioAssay.
NIH3T3 tox: Cytotoxic Profiling in NIH 3T3 Cell Line of Diverse Libraries Using Quantitative High-Throughput Screening; NIH 3T3 viability, CellTiter-Glo ATP luminescence, 48-72 h; Potency, µM (titrated, usually from 96.7 µM), without a hit: top-dose activity change, negative = cytotoxicity, usual class: inhibitors; actives 4.3% (n = 94,000); AID 1345082, 2018; further: potency means the concentration at half of the fitted maximal effect; nearly all actives have a fitted effect of over 55% in size
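First NIH 3T3 cells are plated at 400 cells/well; next compound is pinned in; then plates incubate 48 or 72 hr at 37 °C; finally CellTiter-Glo is added and luminescence read after 10 min.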
Luciferase inh: Firefly luciferase inhibition profiling of diverse chemical library using quantitative high-throughput screening | Luciferin 4-monooxygenase (Photinus pyralis), P08659 | purified P. pyralis luciferase, luminescence, biochemical | Potency, µM (titrated, usually from 115 µM), without a hit: at the highest dose activity change, negative = inhibition, most hits filed as inhibitors | actives 2.5% (n = 76,000) | AID 1347043, 2019; further: potency means the concentration at half of the fitted maximal effect; nearly all actives have a fitted effect of over 65% in size
Target sequence (P08659 whole entry, looked up): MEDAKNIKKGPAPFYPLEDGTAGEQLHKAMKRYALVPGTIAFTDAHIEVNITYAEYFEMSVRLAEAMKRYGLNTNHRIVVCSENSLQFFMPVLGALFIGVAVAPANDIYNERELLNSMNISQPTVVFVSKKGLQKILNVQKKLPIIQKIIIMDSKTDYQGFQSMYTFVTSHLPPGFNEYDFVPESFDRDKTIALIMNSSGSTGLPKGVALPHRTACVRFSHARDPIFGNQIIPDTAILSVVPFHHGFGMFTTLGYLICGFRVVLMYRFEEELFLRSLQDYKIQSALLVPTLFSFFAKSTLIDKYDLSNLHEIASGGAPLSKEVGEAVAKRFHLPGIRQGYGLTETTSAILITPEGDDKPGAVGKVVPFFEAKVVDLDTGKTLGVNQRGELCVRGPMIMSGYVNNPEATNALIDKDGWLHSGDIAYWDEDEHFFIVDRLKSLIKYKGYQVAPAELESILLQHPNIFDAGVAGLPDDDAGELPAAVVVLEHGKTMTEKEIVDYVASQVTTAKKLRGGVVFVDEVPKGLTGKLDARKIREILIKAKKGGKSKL
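Cell-free enzyme assay, 10nM P. pyralis luciferase, luciferin and ATP each at 10uM. Inhibition profiled over a 6-point titration, read as luminescence.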
GPT2 inhibitor: Primary qHTS assay for inhibitors of Glutamate pyruvate transaminase 2 (GPT2). Recombinant GPT2, coupled pyruvate oxidase/HRP Amplex Red fluorescence. Potency, µM (series often up to 57.7 µM), inactives show at the top dose activity change, negative = inhibition, actives largely listed as inhibitors. actives 0.25% (n = 100,000). AID 1671188, 2021; further: potency means the concentration at half of the fitted maximal effect; nearly all actives have a fitted effect of over 60% in size; many of its hits are not listed in these tables
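GPT2 10ng/uL, a-KG 250uM, L-Ala 2mM, HEPES pH7.5 + 0.0001% Tween; 30 min RT. Then Amplex mix (PO/HRP/ThPP), 30 min RT dark, fluorescence. AOA 50uM used as positive control.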
IP6K1 inh: Primary qHTS assay for small molecule inhibitors of Inositol hexaphosphate kinase 1 (IP6K1). Inositol hexakisphosphate kinase 1 (Homo sapiens), Q92551. IP6K1 kinase, ADP-Glo luminescence, 2 h; stronger effect = lower value. activity change, % (series mostly up to about 58 µM). actives 0.81% (n = 140,000). AID 1645851, 2021; in the data active means activity change below about -25%
Target sequence (Q92551 whole entry, looked up): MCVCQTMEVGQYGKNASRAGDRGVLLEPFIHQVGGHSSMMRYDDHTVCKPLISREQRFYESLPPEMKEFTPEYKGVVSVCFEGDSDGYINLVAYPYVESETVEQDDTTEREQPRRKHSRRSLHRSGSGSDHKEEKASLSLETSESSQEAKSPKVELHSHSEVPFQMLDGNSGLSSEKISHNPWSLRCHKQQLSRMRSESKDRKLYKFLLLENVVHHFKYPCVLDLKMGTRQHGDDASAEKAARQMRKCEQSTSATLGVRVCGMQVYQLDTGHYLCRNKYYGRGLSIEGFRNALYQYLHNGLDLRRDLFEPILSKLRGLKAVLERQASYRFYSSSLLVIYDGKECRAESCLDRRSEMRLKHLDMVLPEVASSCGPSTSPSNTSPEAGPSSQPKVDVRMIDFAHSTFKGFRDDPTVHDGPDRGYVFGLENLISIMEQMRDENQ
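ADP-Glo luminescence measures ADP made by human IP6K1 during a 2 h RT reaction with ATP/IP6 (mix at 1.3 mM/130 uM); top library doses 57.5 and 19.1 uM final.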
HEK293 tox: Cytotoxic Profiling in HEK 293 Cell Line of Diverse Libraries Using Quantitative High-Throughput Screening; HEK 293 viability, ATP luminescence (CellTiter-Glo), 48-72 h; Potency, µM (highest dose often 115 µM), for the others: at the highest dose activity change, negative = cytotoxicity, usual class: inhibitors; actives 6.6% (n = 94,000); AID 1345083, 2018; further: potency means the concentration at half of the fitted maximal effect; nearly all actives have a fitted effect of over 60% in size
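Cells seeded first (HEK 293, 250 cells/well), then compound added by pintool. Incubation ran 48 or 72 hr at 37 degree Celsius. CellTiter-Glo was added and luminescence imaged after 10 min at room temperature.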
HEK293 viab: GF-AFC viability counterscreen for inhibitors of alpha-synuclein gene (SNCA) expression | HEK-293-SNCA-luc viability, GF-AFC fluorescence, 24 h | Potency, µM (highest dose often 57.1 µM), inactives show top-dose activity change, negative = cytotoxicity, hits mostly cytotoxic | actives 0.12% (n = 150,000) | AID 1671193, 2021;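 further: potency means the concentration at half of the fitted maximal effect; 0% = DMSO-treated cells and -100% = medium-only wells without cells; nearly all actives have a fitted effect of over 30% in size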
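Cytotoxicity counterscreen: after 24 h compound treatment of genome-edited SNCA-luciferase HEK-293 cells, live-cell protease substrate GF-AFC read by fluorescence after 30 min; activity scaled between DMSO (0%) and medium-only (-100%), curves Hill-fitted.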
SNCA expr inh: Primary qHTS assay for inhibitors of alpha-synuclein gene (SNCA) expression | Potency, µM (doses to about 57.2 µM), for the others: at the top dose activity change, negative = inhibition, most hits filed as inhibitors | AID 1671194, 2021 | HEK-293 SNCA-luciferase knock-in, luminescence, 24 h | actives 0.17% (n = 140,000);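 further: potency means the concentration at half of the fitted maximal effect; plate controls were DMSO cells for no effect and cell-free wells for full effect; nearly all actives have a fitted effect of over 45% in size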
Active calls of the source: *; i = inactive; ? = inconclusive; nt = not tested or not shown; & = joins results of further samples; [ ] = dose if it differs, or a comment. Unless noted, the call rests on the fitted dose curve; in most records, active means well fitted curve in the direction sought with a large enough effect; inconclusive means small, poorly fitted or top-dose-only effect, or another doubt; inactive means no such curve, though single readings can be large; an effect the other way counts as inactive or inconclusive. Unless noted, on the % scale 0 is the no-effect control and ±100 the full control effect. Rows were taken by chance; about 7.8% have a hit in one of these screens.

SMILES | NIH3T3 tox | Luciferase inh | GPT2 inhibitor | IP6K1 inh | HEK293 tox | HEK293 viab | SNCA expr inh
CCN(C)c1ccnc(N2CC[C@@H]3C[C@H](N4CCOCC4)CC[C@@]3(COC)C2)n1 | ? | 0% | 5% | -2 | ? | -25% | -12%
COc1ccc(-c2nnc(SCC(=O)c3ccc(NC(C)=O)cc3)o2)cc1OC | nt | nt | nt | 13 | nt | 1% | 18%
Cc1ccc(NC(=O)c2ccc(Cn3ccn4nc5c(c4c3=O)CCCC5)cc2)cc1 | ? | -9% | -2% | 10 | ? | -6% | 31%[activator]
COC1C(=O)N(C2CCN(C(=O)Cc3cccc(F)c3)CC2)C12CCOCC2 (configuration not stated) | -11% | 4% | 4% | -3 | -20% | 4% | 31%[activator]
CC(C)(C)CC(=O)N1CCN2C(=O)c3cc(-c4cccc(C(F)(F)F)c4)ccc3NC(=O)[C@H]2C1 | -19% | 10% | -25% | -5 | ? | -1% | -12%
Cc1ccc(Cc2ccccc2C(=O)N2CCOC(C(F)(F)F)C2)cc1 (configuration not stated) | -28% | 8% | ? | -7 | ? | 1% | -9%
O=C(Nc1nnc(S(=O)(=O)N2CCCc3ccccc32)s1)c1ccccc1 | nt | nt | nt | 8 | nt | -4% | 27%
Cc1ccc(NC(=O)Cn2c(=O)c(CNc3ccccc3)cc3cc4c(cc32)OCCO4)cc1 | nt | nt | nt | 5 | nt | -9% | 65%[activator]
O=C(CN1CCSc2ccccc21)N1CCN(c2cccc(Cl)c2)CC1 | nt | nt | nt | 0 | nt | 5% | 8%
COC[C@H]1C[C@@H](NS(=O)(=O)c2cccc(C(F)(F)F)c2)[C@H](O)[C@@H]1O | -4%[138 µM] | 1%[172 µM] | i | 5 | -6%[172 µM] | 3%[87.6 µM] | -18%[87.6 µM]
Cc1cc(C)c(NC(=O)CN2C(=O)CCSc3ccc(S(=O)(=O)N4CCCC4)cc32)c(C)c1 | nt | nt | nt | 4 | nt | -1% | -20%
COc1ccc(-n2nnnc2C2CCN(S(=O)(=O)c3cccc(C(F)(F)F)c3)CC2)cc1 | nt | nt | nt | -8 | nt | -5% | 46%[activator]
COc1ccc(OCc2nc(C)c(CCO)c(=O)n2CC(=O)Nc2ccccc2Cl)cc1 | -27% | -12% | -3% | -7 | -28% | -3% | 6%
O=C(Cn1cc(S(=O)(=O)Cc2ccccc2Cl)c2ccccc21)NCCc1ccccc1 | nt | nt | nt | 2 | nt | -8% | 56%[activator]
CS(=O)(=O)c1ccc(CN2CCC(C(O)c3ccccn3)CC2)cc1 (configuration not stated) | -4% | 1% | 2% | 5 | -20% | -3% | 3%
COc1ccc(NC(=O)N2C[C@@H]3C[C@H](C2)c2c(NS(=O)(=O)c4ccccc4)ccc(=O)n2C3)cc1 | -18% | -17% | 0% | 13 | 2% | 0% | -3%
O=C(CSc1ccnc(=O)[nH]1)NCc1ccc(F)cc1 | nt | nt | nt | -6 | nt | 5% | 3%
Cc1ccc(C(=O)N2CCC(n3cc(-c4nc(-c5ccccc5)no4)nn3)CC2)s1 | ? | -13% | i | 4 | 45µM* | -3% | 24%
Cc1ccccc1Cc1c(C)nc2c(C(=O)N3CCC(Cc4nncn4CC4CC4)CC3)cnn2c1C | -28% | -18% | 2% | 16 | -31% | -11% | 2%
O=S(=O)(Cc1ccccc1)N[C@H]1CO[C@H]2[C@@H]1OC[C@@H]2n1nnnc1Oc1ccc(-n2ccnc2)cc1 | i | -1% | 0% | -5 | -3% | 2% | 13%
COc1ccc(C(=O)NC2CC(=O)N(c3ccc4c(c3)OCCO4)C2)cc1 (configuration not stated) | nt | nt | nt | 1 | nt | -22% | -10%
COCCNC(=O)c1ccc2nnc(C3CCOCC3)n2c1 | -9%[138 µM] | nt | nt | -4 | i | nt | nt
CCOC(=O)C(C)N1CCOc2c(O)cc(-c3cccc(Cl)c3)cc2C1 (configuration not stated) | ? | 1% | 2%[11.5 µM] | 39 | 45µM* | 2% | 11%
CCc1ccccc1-n1nc(-c2c(C)nc3scc(CC(=O)NCC(C)C)n3c2=O)cc1C | -22% | -2% | -13% | 10 | ? | -2% | 3%
O=C(/C=C/c1cn(CC(O)CN2CCc3ccccc32)c2ccccc12)c1ccc(Br)cc1 (configuration not stated) | nt | nt | nt | 35 | nt | 12% | 3%
O=C1CC(c2nc3ccccc3[nH]2)CN1c1cccc(Cl)c1 (configuration not stated) | nt | nt | nt | 7 | nt | -6% | -2%
Cc1noc(C)c1CC(=O)NC1CCc2nn(CC3CC3)c(=O)n2CC1 (configuration not stated) | 1% | 6% | i | 5 | 2% | 6% | -4%
O=C(CSc1nc2c([nH]c3ccccc32)c(=O)n1-c1ccc(F)cc1)NCc1ccco1 | nt | nt | nt | -6 | nt | -5% | -3%
C[C@H](O)c1c(-c2ccc(F)cc2)noc1C(=O)N1CCCC1 | -14%[138 µM] | 3%[172 µM] | i | -9 | -12%[172 µM] | 1%[87.6 µM] | -5%[87.6 µM]
Cc1sc2ccn(C)c(=O)c2c1C(=O)N1CCN(c2ccc(F)cc2)CC1 | 4% | -5% | -15% | -2 | ? | -8% | 5%
O=C1Nc2ccc(-c3cccc(C(F)(F)F)c3)cc2C(=O)N2CCN(C(=O)C3CCCC3)C[C@@H]12 | ? | 1% | -14% | 0 | 40µM* | -9% | -25%
O=C(NC1CC1)c1cccc(-c2ccc3c(NC(=O)C4CC4)n[nH]c3c2)c1 | nt | nt | -12% | nt | nt | -17% | -6%
N#Cc1ccc(CN2CCc3n[nH]c(=O)n3CC2)cc1 | 0% | -16% | 2% | -1 | i | 1% | 8%
CCN1CC(CNc2nccc(-c3c(C)nn(C)c3C)n2)CC1=O (configuration not stated) | -19% | -6% | -1% | 8 | -13% | -8% | -17%
Cc1ccc(-n2ncc3c(N4CCN(Cc5ccccc5)CC4)ncnc32)cc1 | nt | nt | nt | 25 | nt | 6% | 56%[activator]
O=C(NCCn1cc(SCc2ccccc2)c2ccccc21)c1cccs1 | nt | nt | nt | -10 | nt | -3% | 16%
CSc1ccc(NC(=O)C2CCN(C(=O)c3nnn4c3COC(c3ccc(C)cc3)C4)CC2)cc1 (configuration not stated) | -13% | ? | i | 0 | -7% | 1% | 38%[activator]
CC(=O)N1CCC(C2CCN(Cc3cccc(C)c3)C2)CC1 (configuration not stated) | -7% | -11% | i | -7 | -24% | 15%[12.5 µM] | 24%
COc1ccc(-c2cc(N3CCCC(NC(=O)c4ccc(C)cc4C)C3)n[nH]2)cc1 (configuration not stated) | -18% | 16µM* | -10% | 0 | ? | -17% | 163%[activator]
CCOC(=O)CSc1nc2c(sc3ccccc32)c(=O)n1CCc1ccccc1 | nt | nt | nt | 16 | nt | -5% | 23%
CCC(CC)Nc1ncnc2c1CN(C1CCC1)C(=O)CN2C | ? | 13%[172 µM] | i | -6 | ? | -1%[87.6 µM] | -13%[87.6 µM]
COc1ccc(CCC(=O)N2CCC[C@H]2c2nc(-c3ccccc3)no2)cc1 | ? | ? | 4% | 0 | ? | -6% | 92%[activator]
O=C(NCCc1noc(C2CC2)n1)c1ccoc1 | -10% | 7% | i | -4 | 3% | 10% | -10%
CC(C)CN(Cc1cccnc1)C1CN(C(=O)Nc2ccccc2F)C1 | -22% | 2% | 3% | -1 | -13% | 5% | -18%
COc1cccc(-c2cccc(C(=O)N3CCCC3C(=O)NCC(F)F)c2)c1 (configuration not stated) | -8% | nt | 3% | -6 | -10% | 4%[12.5 µM] | 8%
O=C(NCc1cccc(Cl)c1)c1cc(-c2ccsc2)c2nncn2n1 | -1% | nt | -5% | 0 | 4% | 1% | 3%
Cc1ccc(OCc2nc(C3CCN(C(=O)NCc4ccccc4)C3)no2)cc1 (configuration not stated) | ? | nt | ? | -1 | 45µM* | 1% | 3%
CCN(CC)C(=O)CC[C@@H]1CNC(=O)[C@@H]2C[C@H](NCc3ccc(N(C)C)cc3)CN12 | -21%[174 µM] | 4%[172 µM] | i | 10 | -25%[172 µM] | 2%[87.6 µM] | -3%[87.6 µM]
COc1cc(OC)cc(C(=O)Nc2cc(-c3nc4cccnc4s3)ccc2C)c1 | nt | nt | nt | 10 | nt | 0% | -20%
O=C(NCCCc1ccccc1)c1cc(-c2ccccc2)c2nncn2n1 | ? | nt | -3% | -9 | 45µM* | -2% | 16%
CCOC(=O)Cn1nc(-c2ccccc2)c2cnc3ccc(OCC)cc3c21 | nt | nt | nt | 26 | nt | -1% | 67%[activator]
NC(=O)c1ccc2[nH]ccc2c1 | nt | nt | -2% | nt | nt | 0%&-24% | 32%&0%[activator]
CC(=O)N1CCN(C(=O)c2cc(-c3cccc(C(F)(F)F)c3)nc3c2cnn3C)CC1 | ? | nt | ? | 22 | -19% | 5% | -9%
NC(=O)[C@H](CC1CCCCC1)NC(=O)[C@H]1CNCCN1C(=O)NC1CCCCC1 | i | -3%[172 µM] | -29%[88.5 µM] | -7 | i | -7%[87.6 µM] | 1%[87.6 µM]
CCc1ccc(NC(=O)C2CCN(S(=O)(=O)c3c(C)noc3/C=C/c3cccs3)CC2)cc1 | nt | nt | nt | 27 | nt | -13% | ?
CCCN(CCC)C(=O)Cn1c(=O)n(-c2cccc(C(F)(F)F)c2)c(=O)c2c(C)c(C)sc21 | nt | nt | nt | 37 | nt | ? | -13%
NC(N)=[N+]1CCc2ccccc2C1 | nt | nt | -1% | nt | nt | 9% | -13%

Only HEK293 viab, NIH3T3 tox and GPT2 inhibitor, for some of the entries so far:
Structure | HEK293 viab | NIH3T3 tox | GPT2 inhibitor
O=C(NCc1cccc(Cl)c1)c1cc(-c2ccsc2)c2nncn2n1 | 1% | -1% | -5%
Cc1ccc(OCc2nc(C3CCN(C(=O)NCc4ccccc4)C3)no2)cc1 (configuration not stated) | 1% | ? | ?
CCN(CC)C(=O)CC[C@@H]1CNC(=O)[C@@H]2C[C@H](NCc3ccc(N(C)C)cc3)CN12 | 2%[87.6 µM] | -21%[174 µM] | i
COc1cc(OC)cc(C(=O)Nc2cc(-c3nc4cccnc4s3)ccc2C)c1 | 0% | nt | nt
